Assay outcomes deposited in PubChem by Broad Institute.
E-sel inducer = E-selectin induction in HUVECs, primary screen, imaging, HUVEC, immunofluorescence imaging, single point. P16581. normalized: neutral wells 0, TNF-alpha wells 100. activation, % at 7.58 µM. actives 0.37% (n = 260,000). AID 686992, 2013;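 active means mean E-selectin-positive cell signal at least 10% of the positive control, reached in at least 60% of replicates, without over 20% cell loss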;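 further: in these data hits start at about 27%; measured in HUVEC primary endothelial cells; signal is the percent of cells scored E-selectin positive by PE staining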
Target sequence (P16581 whole entry, looked up): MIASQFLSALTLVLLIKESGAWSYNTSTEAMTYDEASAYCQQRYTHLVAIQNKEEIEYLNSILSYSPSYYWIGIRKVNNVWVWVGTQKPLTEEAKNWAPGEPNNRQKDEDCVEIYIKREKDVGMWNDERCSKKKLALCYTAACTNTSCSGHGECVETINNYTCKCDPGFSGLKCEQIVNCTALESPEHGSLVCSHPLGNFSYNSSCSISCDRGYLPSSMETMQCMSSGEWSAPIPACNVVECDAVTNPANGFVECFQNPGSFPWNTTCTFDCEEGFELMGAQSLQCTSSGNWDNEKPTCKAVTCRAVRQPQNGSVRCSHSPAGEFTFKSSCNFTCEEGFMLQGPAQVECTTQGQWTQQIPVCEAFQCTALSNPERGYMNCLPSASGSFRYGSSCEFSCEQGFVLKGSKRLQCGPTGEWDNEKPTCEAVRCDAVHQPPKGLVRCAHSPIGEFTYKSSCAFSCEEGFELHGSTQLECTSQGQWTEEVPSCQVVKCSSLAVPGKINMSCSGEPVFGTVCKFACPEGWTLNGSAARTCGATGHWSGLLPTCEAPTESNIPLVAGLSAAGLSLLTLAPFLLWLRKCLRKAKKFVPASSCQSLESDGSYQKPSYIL
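Assay system: HUVEC, human umbilical vein endothelial cells / Amount: 3,000 HUVEC/well / Controls: TNF-alpha positive control, DMSO neutral control / Compound dosing: single concentration / Medium: EGM-2 over gelatin coat / Evaluation: percent E-selectin-positive cells / Signal: immunofluorescence imaging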
RAD52 inh = RAD52 DNA annealing inhibitors, primary screen, biochemical, FRET, single point, set 2; recombinant RAD52 DNA annealing, FRET fluorescence; DNA repair protein RAD52 homolog (Homo sapiens), P43351; actives 0.46% (n = 360,000); AID 651710, 2012; inhibition, % at 18.7 µM;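 active means every replicate showing at least 50% inhibition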
Target sequence (P43351 whole entry, looked up): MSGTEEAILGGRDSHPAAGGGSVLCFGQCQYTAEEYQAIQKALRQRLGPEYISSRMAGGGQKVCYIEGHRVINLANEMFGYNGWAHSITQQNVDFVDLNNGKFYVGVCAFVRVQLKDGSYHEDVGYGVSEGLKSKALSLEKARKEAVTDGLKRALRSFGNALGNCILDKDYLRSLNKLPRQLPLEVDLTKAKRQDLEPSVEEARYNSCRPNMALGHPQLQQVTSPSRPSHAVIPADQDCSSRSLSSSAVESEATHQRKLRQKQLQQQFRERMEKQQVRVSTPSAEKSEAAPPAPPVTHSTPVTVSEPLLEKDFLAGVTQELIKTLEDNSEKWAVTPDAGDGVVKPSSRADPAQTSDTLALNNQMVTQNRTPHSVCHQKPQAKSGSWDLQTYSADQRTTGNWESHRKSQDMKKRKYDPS
ERAP1 inh = human ERAP1 aminopeptidase inhibitors, primary screen, biochemical, single point, plate reader; Endoplasmic reticulum aminopeptidase 1 (Homo sapiens), Q9NZ08; recombinant ERAP1, Leu-AMC fluorescence, 60 min; inhibition, % at 10.7 µM; actives 0.15% (n = 340,000); AID 652197, 2013;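 active means mean replicate inhibition of at least 30%, or all replicates individually reaching that 30% level; inactive means mean below 30% and not every replicate reaching it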;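 further: 0% = neutral control wells and 100% = L-leucinethiol positive control wells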
Active calls of the source: *.

Fields: E-sel inducer, ERAP1 inh, RAD52 inh
[1] CCCNC(=O)N1CC2(CCN(C(=O)C3CC3)CC2)c2c([nH]c3cc(OC)ccc23)[C@H]1CO
    0.1, 1, -11
[2] O=C(C[C@@H]1CC[C@H]2[C@@H](COC[C@@H](O)CN2S(=O)(=O)c2ccc(Cl)cc2)O1)NCCN1CCCCC1
    0.3, -1, 3
[3] CN1CCN(S(=O)(=O)c2cccc(C(=O)Nc3sc4c(c3-c3nc5ccccc5[nH]3)CCCC4)c2)CC1
    0.4, 2, -27
[4] COc1cccc(/C=N/NC(=O)C(=O)Nc2ccccc2OC(F)(F)C(F)F)c1O
    12, 1, -2
[5] Cc1ccc2nc(CN(C)C(=O)[C@@H](Cc3ccccc3)NC(=O)[C@H]3O[C@@H](n4ccc(=O)[nH]c4=O)[C@H](O)[C@@H]3O)[nH]c2c1
    0.0, -2, 6
[6] CCOC(=O)C1CCN(C(=O)c2ccccc2NS(=O)(=O)c2ccc(F)cc2)CC1
    -0.7, 0, -2
[7] NNC(=O)c1snnc1-c1ccccc1
    -0.2, 2, -13
[8] COC(=O)[C@@H]1[C@@H](CO)[C@@H]2Cn3c(ccc(-c4cncnc4)c3=O)[C@@H]2N1CCC(F)(F)F
    0.0, 2, -9
[9] COc1ccccc1C(=O)COC(=O)CN1C(=O)C2CC=CCC2C1=O (stereo not drawn)
    -0.1, 1, -10
[10] O=C(Nc1ncccc1O)C1CCN(S(=O)(=O)c2ccc3ccccc3c2)CC1
    -0.5, -3, -15
[11] CN(C)CC1CC/C(=C\c2ccc(O)cc2)C1=O (stereo not drawn)
    -0.1, 2, -21
[12] Cc1ccc2nc(/C(C#N)=C\c3ccc(Oc4ccc([N+](=O)[O-])cn4)cc3)[nH]c2c1
    -0.2, -1, -39
[13] CC1NC(=O)NC1CCCCCC(=O)Nc1ccc(F)c(Cl)c1 (stereo not drawn)
    2.1, -4, -20
[14] CSCCC(c1nc2ccccc2[nH]1)n1c(-c2ccc3ncccc3c2)nc2ccccc21 (stereo not drawn)
    0.0, 0, -7
[15] CCN=C1NC(c2cccc(Cl)c2)C(C(=O)OC)=C(C)N1Cc1ccccc1C(F)(F)F (stereo not drawn)
    -0.2, -2, -6
[16] N#CC1(C#N)OC12CCS(=O)(=O)c1ccccc12 (stereo not drawn)
    0.1, -4, -36
[17] Cc1ccc(S(=O)(=O)C2C(=O)N(C)C3(C)CC2c2ccccc2O3)cc1C (stereo not drawn)
    -0.7, -5, -9
[18] CCCCOCCCNC(=O)C[C@@H]1C[C@@]2(C(=O)OCC)CCCC=C2N(CCc2ccc(OC)c(OC)c2)C1=O
    0.0, -4, -2
[19] COc1ccc(S(=O)(=O)Nc2cccc(F)c2)cc1C
    0.2, -4, -9
[20] O=C(NCc1ccccc1)C(c1ccccc1F)n1c(=O)c(-c2ccccc2)nc2ccccc21 (stereo not drawn)
    -0.1, 0, 1
[21] COC(=O)[C@]12C[C@H](CC(=O)NCc3ccc(C)o3)C(=O)N(Cc3ccccc3)C1=C[C@H](C(C)(C)C)O[C@@H]2C
    -0.1, -4, -5
[22] O=C(C(=O)N1CCC(CNC(=O)c2cccnc2Cl)CC1)c1cc2ccccc2o1
    0.1, 1, -7
[23] COc1ccc(/C=C(\C#N)C(=O)OCC(=O)NC(C)c2ccccc2)cc1 (stereo not drawn)
    -0.1, -8, -30
[24] CSC1=C(C#N)C(c2ccccc2)C(C(C)=O)=C(C)N1 (stereo not drawn)
    2.0, 0, -8
[25] CCN1CCCC1CNCc1ccc(OCc2ccc(Cl)nc2)c(OC)c1 (stereo not drawn)
    0.3, -3, -10
[26] CC(=O)Nc1ccc(C=NNc2nnc(NN=Cc3ccc(NC(C)=O)cc3)c3ccccc23)cc1
    4.5, 3, -15
[27] CCc1ccc(/C=C/c2c[nH]c3ccccc23)[n+](CC)c1
    0.7, 11, -24
[28] Cc1ccc(-n2cccc2/C=C2\C(=N)N3N=C(c4ccco4)SC3=NC2=O)cc1
    9.3, 0, -11
[29] COC(=O)[C@]12C[C@H](CC(=O)NCCc3ccccc3OC)C(=O)N(Cc3ccccc3)C1=C[C@H](C1CCCC1)O[C@@H]2C
    -0.4, -3, -17
[30] Cc1ccc(S(=O)(=O)N(C)C)cc1NC(=O)COC(=O)CNC(=O)C12CC3CC(CC(C3)C1)C2
    -0.1, 0, 5
[31] CCOC(=O)C1=C(C)NC(C)=C(C(=O)OCC)C1c1ccc(C)o1
    -0.2, 5, -3
[32] CCCCc1c(-c2ccccc2OC)ncn1Cc1c(F)cccc1F
    -0.1, 1, -23
[33] COCCN(C(=O)CSc1n[nH]c(-c2ccccc2)n1)c1c(N)n(Cc2ccccc2)c(=O)[nH]c1=O
    -0.3, -1, -23
[34] COc1ccc(C(=O)NC(=S)N2CCCCC2)cc1[N+](=O)[O-]
    0.0, 0, -6
[35] CC(=O)c1c(C)[n+]([O-])c2ccc3c(non3O)c12
    1.5, -1, -10
[36] N#CC1(NC(=O)COc2ccc3ccc(=O)oc3c2)CCCCC1
    -2.0, -1, -3
[37] CC(C)C[C@@H](CN1CCC[C@H]1CN1C(=O)C(=O)NC[C@@H]1Cc1ccccc1)N1C[C@H](Cc2ccccc2)N(CCc2ccccc2)C(=O)C1=O
    -0.1, -9, -3
[38] COc1ccc(C(=O)Nn2cnc3ccccc3c2=O)cc1[N+](=O)[O-]
    0.0, -5, -2
[39] CCCCNc1cccc2c1S(=O)(=O)N[C@H](CC(C)C)CO2
    1.4, 2, -10
[40] N#Cc1cccc(OCCCN2CCC(C(O)(c3ccccc3)c3ccccc3)CC2)c1
    2.2, -4, -8
[41] C[C@H](c1ccccc1)N1C[C@H](COCc2ccccc2)Oc2cc(N3CC[C@H](N(C)C)C3)ccc2S1(=O)=O
    0.7, 4, -15
[42] COc1ccc2c3c([nH]c2c1)[C@@H](CO)N(C(=O)c1ccccc1)CC31CCN(C(=O)c2cccc(F)c2)CC1
    0.7, 0, 5
[43] C/C=C/c1ccc([C@H]2[C@@H](CO)N(C(C)=O)[C@H]2CNC(=O)NCCC)cc1
    0.2, -1, -1
[44] CCN1CCc2c(OCC(=O)Nc3cccc(C)c3)cccc2C1=O
    3.8, -2, -18
[45] O=C(NC1CCCC1)C1C(c2ccc(C(F)(F)F)cc2)=Nc2ccccc2N1C(=O)c1ccco1 (stereo not drawn)
    1.3, 0, -43
[46] CCCCCCN(C(=O)CCCCCN1C(=O)NC(c2ccc(-c3ccccc3)cc2)C(C(=O)OCc2ccccc2)=C1C)C(C(=O)NCCCC)c1ccc(OCC(=O)OC)c(C(=O)OC)c1 (stereo not drawn)
    -0.1, -2, -1
[47] CC(C(=O)NCC1CCCCC1)N1CCc2ccccc2C1 (stereo not drawn)
    6.7, 0, -18
[48] Cc1[nH]c(=S)c(C#N)c(-c2ccco2)c1C(=O)N(C)C
    0.5, 21, -44
[49] Oc1ccccc1CN1CCC(C(O)(c2ccccc2)c2ccccc2)CC1
    -2.4, -1, -12
[50] CCCN(CCC)S(=O)(=O)c1cc2c3c(c1)CCN3C(=O)CC2
    6.3, -1, -6
[51] O=C(Nc1ncc(S(=O)(=O)c2ccc([N+](=O)[O-])cc2)s1)c1cccc2ccccc12
    0.9, 2, 4
[52] Cc1oc(S(=O)(=O)N2CCOCC2)cc1C(=O)Nc1ccc(Cl)cc1
    5.6, 2, 0
[53] CCCNC(=O)NC1CCCc2ccccc21 (stereo not drawn)
    -0.2, -1, -7
[54] O=C(NCc1ccc(F)cc1F)[C@@H]1CCCN1C(=O)[C@@H]1CCCN1C(=O)c1cccc(Cl)c1
    0.1, -1, 2
[55] CCCCC(O)C1=C[N+](=O)CC=C1 (stereo not drawn)
    0.0, 6, -12
[56] O=C1NC2(CCCC2)C(=O)N1CCS(=O)(=O)Oc1ccccc1
    9.3, 2, -12
[57] Oc1ccc(/C=N/Nc2ccc(C(F)(F)F)cn2)cc1O
    -1.5, 0, 0
[58] O=C(NC1CCCC1)C1C(c2ccccc2)=Nc2ccccc2N1C(=O)c1ccc(C(F)(F)F)cc1 (stereo not drawn)
    -0.2, -2, -15
[59] CCOC(=O)CNC(=O)N1CCCC(C(=O)c2cccc(Cl)c2)C1 (stereo not drawn)
    -0.1, -2, -11
[60] CCC(C(=O)Nc1c(C)cccc1C)n1c(-c2ccc(=O)[nH]c2)nc2ccccc21 (stereo not drawn)
    0.0, -1, -19

The listing continues:
Fields: E-sel inducer, ERAP1 inh, RAD52 inh
[61] Cn1cnc([N+](=O)[O-])c1Sc1nnc(-c2ccccc2)c(-c2ccccc2)n1
    -0.4, 1, -12
[62] Cc1ccc(Sc2ncccc2C(=O)NCC(c2ccc(F)cc2)N2CCOCC2)c(C)c1 (stereo not drawn)
    0.2, 4, -10
[63] COc1ccc(C2NC(c3ccc(OC)cc3)C([N+](=O)[O-])C(C)(C)C2[N+](=O)[O-])cc1 (stereo not drawn)
    -1.8, -3, -21
[64] Cc1ccc(S(=O)(=O)N2C[C@@]3(O)Cn4c(=O)ccc(=O)n4C[C@@]3(OC(=O)NCC3CCCCC3)C2)cc1
    -0.1, 12, -16
[65] C=CCNC(=O)/C(C#N)=C/c1ccc(C)o1
    0.4, -5, -21
[66] CCC(=O)N1Cc2cc(C(=O)Nc3nccs3)nc(-c3cccc(-c4ccccc4OC)c3)c2[C@@H]1CCO
    0.0, 1, -24
[67] O=[N+]([O-])c1cccc(-c2c[n+]3c(n2-c2ccccc2)SCC3)c1
    2.7, -5, -5
[68] C#CCn1cc(/C=N/NC(=O)c2cc3ccccc3o2)c2ccccc21
    0.8, 10, -58
[69] Cn1cc(Cl)c(C(=O)NNC(=S)Nc2cccc(Cl)c2)n1
    -0.2, -2, -1
[70] CC1CCN(S(=O)(=O)c2cccc(C(=O)Nc3ccccc3)c2)CC1
    4.0, -2, -23
[71] COc1ccc2c3c([nH]c2c1)[C@@H](CO)NCC31CN(C(=O)C2CCCC2)C1
    0.1, 1, -18
[72] O=C(N[C@H](C(=O)N1CCC[C@H]1C(=O)NC1CCCC1)c1ccccc1)C1CCCC1
    -0.3, 1, -3
[73] CC(C)CSc1ccc(S(=O)(=O)NCC(=O)O)cc1[N+](=O)[O-]
    0.8, -2, -9
[74] Cc1ccc(NC(=O)C2C3CCCC2C3c2ccccc2)c(C)c1 (stereo not drawn)
    -1.8, 10, -5
[75] CCOC(=O)CN1C(=O)N(c2ccc(OC)cc2)[C@H]2CC3c4ccccc4C[C@]3(C)[C@@H](C(=O)N(C)C3CCCCC3)C[C@H]21 (stereo partly drawn)
    -0.1, -1, 1
[76] Cc1nc(NC(=O)/C=C/c2ccc(Cl)cc2Cl)sc1C(=O)N(C)C
    -0.6, -3, -14
[77] N#Cc1nc(COc2ccccc2Cl)oc1N1CCCC1
    0.3, -4, -19
[78] CON(Cc1ccccc1)S(=O)(=O)c1ccccc1Br
    0.0, 1, 11
[79] O=C(CN1C(=O)NC2(CCCC2)C1=O)Nc1cc(Cl)ccc1N1CCOCC1
    1.3, 5, 5
[80] O=C1NC[C@@H](CCCCN2CCN(Cc3ccccc3)C(=O)C2=O)N(Cc2ccccc2)C1=O
    -0.1, 0, -12
[81] CCCN(CCC)C(=O)CSc1nc2c(sc(=S)n2-c2ccc(OCC)cc2)c(=O)[nH]1
    1.3, 20, -16
[82] CC(C)CC1NC(=O)c2ccccc2-n2c1nc1ccc(Cl)cc1c2=O (stereo not drawn)
    0.0, -2, -18
[83] COc1ccccc1CCn1cnc(-c2ccc(F)cc2)c1CC(C)C
    -0.4, -1, -18
[84] COc1ccc(/C=N/Nc2nonc2N)c(OC)c1
    -0.6, -2, -21
[85] O=C(CCSc1ccccc1)NCCSCc1ccccc1
    -0.2, 4, -1
[86] O=C(O)c1cc(Br)ccc1NN=C1CCCCC1
    1.1, 4, -36
[87] Cc1sc2ncnc(NC3CCN(Cc4ccccc4)CC3)c2c1C
    1.4, -7, 5
[88] CC(Sc1nnc(-c2ccc(Cl)cc2)n1N)C(=O)NCC1CCCO1 (stereo not drawn)
    0.2, -10, -9
[89] CC(C)c1ccc(NC(=O)CNC(=O)Cn2cnc3ccccc3c2=O)cc1
    -1.0, 13, 7
[90] COc1ccc(C(C(=O)NCc2ccccc2)n2c(-c3ccncc3)nc3ccccc32)cc1 (stereo not drawn)
    -0.1, 6, -35

Entries of single compounds as entered above. Order of values: E-sel inducer	ERAP1 inh	RAD52 inh
COc1ccc(C2NC(c3ccc(OC)cc3)C([N+](=O)[O-])C(C)(C)C2[N+](=O)[O-])cc1 (stereo not drawn) in the list: -1.8	-3	-21
N#Cc1nc(COc2ccccc2Cl)oc1N1CCCC1 in the list: 0.3	-4	-19
O=C1NC[C@@H](CCCCN2CCN(Cc3ccccc3)C(=O)C2=O)N(Cc2ccccc2)C1=O in the list: -0.1	0	-12
CCOC(=O)CN1C(=O)N(c2ccc(OC)cc2)[C@H]2CC3c4ccccc4C[C@]3(C)[C@@H](C(=O)N(C)C3CCCCC3)C[C@H]21 (stereo partly drawn) in the list: -0.1	-1	1
O=C(N[C@H](C(=O)N1CCC[C@H]1C(=O)NC1CCCC1)c1ccccc1)C1CCCC1 in the list: -0.3	1	-3

An excerpt. The share of hits here may be higher or lower than overall.
